pAkt inh: blocks phosphorylation of Akt | 360,000 compounds, 0.32% hits | AID 651550 | Neuro2A IGF-stimulated pAkt S473 HTRF, 20 min; hits give low values | activity change, % for hits at 50 µM; in the data active = activity change below about -80%; inconclusive = mostly about -51% to -80%; also: % is scaled to controls: 0 for no effect and ±100 for the full control effect
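Neuro2A cells in DMEM with 0.5% FBS, overnight at 37 deg C, given compound at single 50 µM final, then IGF (6 nM final) for 20 min at 37 deg C. Lysed; phospho-Akt Ser473 by HTRF after 24 h, 665/615 ratio.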
MmCpn inh: inhibitors of Methanococcus maripaludis chaperonin (MmCpn); purified Mm-Cpn ATPase, ADP Transcreener TR-FRET; Potency, µM (titrated, usually from 76.9 µM), without a hit: top-dose activity, negative = inhibition, hits mostly inhibitors; 330,000 compounds, 0.031% hits; AID 504842; also: potency is read from the fitted curve at half-maximal effect; % is scaled to controls: 0 for no effect and ±100 for the full control effect; nearly all actives have a fitted effect of over 80% in size
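ATPase read-out: TR-FRET ADP immunoassay (anti-ADP Eu cryptate vs ADP-d2), ex 320 nm, em 590/665 nm; signal drops as ADP forms. Enzyme 25 nM, ATP 10 uM, 30 min at 37°C after 10 min compound preincubation.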
EPAC2 antagonist: antagonists of human EPAC2. 360,000 compounds, 0.18% hits. Potency, µM (highest dose often 114 µM), for the others: at the top dose activity, negative = inhibition, actives largely listed as inhibitors. EPAC2 GEF exchange of Rap1B-BODIPY-GDP, fluorescence. Q8WZA2; also: potency is read from the fitted curve at half-maximal effect; % is scaled to controls: 0 for no effect and ±100 for the full control effect; nearly all actives have a fitted effect of over 45% in size; many of its hits are not listed in these tables
Target sequence (Q8WZA2 whole entry, looked up): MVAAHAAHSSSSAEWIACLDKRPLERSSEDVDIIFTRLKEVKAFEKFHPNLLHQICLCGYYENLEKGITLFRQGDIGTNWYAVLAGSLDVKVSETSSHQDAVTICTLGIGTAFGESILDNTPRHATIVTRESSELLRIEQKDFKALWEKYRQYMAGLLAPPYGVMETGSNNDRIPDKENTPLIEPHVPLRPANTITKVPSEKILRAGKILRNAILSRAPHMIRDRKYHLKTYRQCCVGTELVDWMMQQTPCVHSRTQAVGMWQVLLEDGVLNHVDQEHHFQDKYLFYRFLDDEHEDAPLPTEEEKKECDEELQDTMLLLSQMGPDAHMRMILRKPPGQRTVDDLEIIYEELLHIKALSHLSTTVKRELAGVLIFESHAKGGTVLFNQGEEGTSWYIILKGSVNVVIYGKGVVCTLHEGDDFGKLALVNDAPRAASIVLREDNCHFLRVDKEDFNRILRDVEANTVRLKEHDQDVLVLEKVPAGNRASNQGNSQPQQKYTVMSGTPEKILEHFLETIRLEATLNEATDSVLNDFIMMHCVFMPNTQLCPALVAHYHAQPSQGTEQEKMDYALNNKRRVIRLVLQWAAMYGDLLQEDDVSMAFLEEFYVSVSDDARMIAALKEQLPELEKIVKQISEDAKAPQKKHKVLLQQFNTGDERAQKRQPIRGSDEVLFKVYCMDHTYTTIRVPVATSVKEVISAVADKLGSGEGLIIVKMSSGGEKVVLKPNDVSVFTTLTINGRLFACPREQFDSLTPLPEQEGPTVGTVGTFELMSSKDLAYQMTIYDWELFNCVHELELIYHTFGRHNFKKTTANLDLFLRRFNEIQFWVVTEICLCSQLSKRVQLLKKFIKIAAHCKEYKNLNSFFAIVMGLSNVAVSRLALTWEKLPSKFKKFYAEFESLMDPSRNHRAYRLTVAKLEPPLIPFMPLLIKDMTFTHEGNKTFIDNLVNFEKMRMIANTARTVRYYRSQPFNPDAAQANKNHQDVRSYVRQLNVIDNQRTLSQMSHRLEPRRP
TGFb inhibitor: inhibitors of TGF-b signaling; HepG2 CAGA-GFP TGF-b/SMAD3 reporter, GFP fluorescence, 18 h; TGF-beta stimulated, 500 pg/mL final; Potency, µM (top dose mostly 46.1 µM), inactives show at the highest dose activity, negative = inhibition, hits mostly inhibitors; 410,000 compounds, 1.2% hits; AID 588855; also: potency is read from the fitted curve at half-maximal effect; % is scaled to controls: 0 for no effect and ±100 for the full control effect; nearly all actives have a fitted effect of over 65% in size
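Per well, imaged GFP fluorescence of HEPG2 CAGA-GFP cells gives the signal; cells get compound, then TGF-beta (500 pg/mL final), 18 h at 37 degrees C; %Activity versus -TGF-beta and +DMSO controls.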
A549 tox: kills or reduces viability of A549 cells in Nrf2 counter-screen. A549 ARE-Fluc cells, CellTiter-Fluor viability, 18-24 h. Potency, µM (series often up to 46 µM), for inactives: at the highest dose activity change, negative = cytotoxicity, hits mostly inhibitors. 390,000 compounds, 0.16% hits. AID 504648; also: potency is read from the fitted curve at half-maximal effect; % is scaled to controls: 0 for no effect and ±100 for the full control effect
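A549 ARE-Fluc cells in 5% FBS OPTI-MEM, 5000 cells/well, rested 2 h then exposed to compounds in concentration-response for 18-24 h at 37 °C. Viability by CellTiter-Fluor fluorescence (Ex 405/Em 525) after 30 min; luciferase luminescence (BugLite, 15 min, RT) read afterwards.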
EPAC2 agonist: EPAC2 (human) agonism. Q8WZA2. EPAC2 activation, biochemical qHTS; response scale: 100% = 6.5 mM cAMP response. Potency, µM (top dose mostly 154 µM), without a hit: at the highest dose activation, usual class: activators. 360,000 compounds, 0.079% hits. AID 720711; also: potency is read from the fitted curve at half-maximal effect; nearly all actives have a fitted effect of over 50% in size
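Exchange assay: 100 nM EPAC2 with 250 nM Rap1B-BODIPY-GDP and 50 uM GDP. Fluorescence (ex 480/em 540 nm) read every 5 min for 30 min at room temperature. Data normalized to 6.5 mM cAMP as agonist control.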
CCT modulator: modulators of cytosolic chaperonin (CCT/TRiC) activity. purified chaperonin ATPase assay, HTRF ADP detection, 30 min. activity change, % (test concentration not listed), hits read low. 360,000 compounds, 0.3% hits; in the data active = activity change below about -30%; also: % is scaled to controls: 0 for no effect and ±100 for the full control effect
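Nucleotide hydrolysis assay: TRiC at 20–40 nM final (set by batch activity) with 10 uM ATP, 30 min at 37 °C, in presence of 76 uM compound. Detection by competitive ADP HTRF, 30 min ambient.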
Nrf2 inh: inhibitors of Nrf2 signaling; A549 ARE-Fluc reporter, luciferase luminescence, 18-24 h; Potency, µM (doses to about 46 µM), inactives show at the highest dose activity change, negative = inhibition, actives largely listed as inhibitors; 360,000 compounds, 2.1% hits; AID 504444; also: potency is read from the fitted curve at half-maximal effect; % is scaled to controls: 0 for no effect and ±100 for the full control effect; nearly all actives have a fitted effect of over 60% in size
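A549 ARE_Fluc cells, 5000/well, 5% FBS OPTI-MEM; compounds in dose-response, 18-24 h at 37 °C/5% CO2; CellTiter-Fluor viability read (Ex 405/Em 525), then BugLite luciferase luminescence = Nrf2 activity.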
Nrf2 ARE act: activators of Nrf2 (ARE) signaling | AREc32 ARE-luciferase reporter (MCF7-derived line), luminescence, 24 h | Potency, µM (highest dose often 46.1 µM), for inactives: at the highest dose activation, most hits filed as activators | 410,000 compounds, 0.31% hits | AID 624171; also: potency is read from the fitted curve at half-maximal effect; % of control where 0% means no effect; nearly all actives have a fitted effect of over 65% in size
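For detection, Steady-Glo was added and plates sat 30 min at RT; before that, AREc32_Fluc cells grown overnight in OPTI-MEM/5% FBS had been treated with 23 nL compound for 24 hr at 37 deg C.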
Starred values were filed as active, the others as inactive; i = inactive; ? = inconclusive; nt = no result given; [ ] = remark or other dose. Unless noted, calls follow the shape of the dose curve; as a rule, active = well fitted curve in the direction sought with a large enough effect; inconclusive = small, poorly fitted or top-dose-only effect, or another doubt; inactive = no such curve, though single readings can be large; an effect the other way counts as inactive or inconclusive. Some of the compounds tested; the hit share may differ from the screen's.

Structure,EPAC2 agonist,TGFb inhibitor,Nrf2 inh,MmCpn inh,Nrf2 ARE act,A549 tox,EPAC2 antagonist,CCT modulator,pAkt inh
CCOC(=O)Cc1csc(NC(=O)c2sc3nc4c(C)cc(C)cc4cc3c2N)n1,9%,45%[activator],1%,-1%,2.6%,?,22%,-1.8,i
N#Cc1ccccc1OCC(=O)N1CCN(c2ccccc2)CC1,nt,0%,7%,nt,-0.1%,1%,nt,nt,nt
O=C(NCCNc1ccc([N+](=O)[O-])cc1)c1ccccc1Br,10%,13%,?,3%,1.6%,?,-7%,-1.0,i
CCc1nc2ccc(C(=O)NCCN3CCNC3=O)cn2c1N(CC)Cc1cccc(Br)c1,6%,3%,nt,nt,2.7%,nt,-17%,0.2,i
COc1ccccc1OCC(=O)Nc1c(C(=O)c2ccc(F)cc2)oc2ccccc12,nt,3%,-5%,nt,7.7%,-3%,nt,nt,nt
CC1CN(c2nc3ccccn3c(=O)c2/C=C(\C#N)C(N)=O)CC(C)O1 (centres undefined),9%,8%,-7%,0%,0.2%,-8%,1%,0.9,i
CCCSCCCNC(=O)c1ccc(C)c(NC(=O)C2=C(C)OCCS2)c1,3%,?,8%,-2%,0.0%,-1%,-6%,-2.9,i
COc1ccc(S(=O)(=O)n2nc(-c3cc(OC)c(OC)c(OC)c3)cc2N)cc1OC,14%,5%,?,5%,26%,1%,-19%,-0.7,i
CC1(C)CC(=O)C=C(NCCN2CCN(C(=O)Nc3ccccc3)CC2)C1,10%,10%,4%,-8%,0.1%,-3%,-7%,-2.5,i
COCCNC(=O)/C(C#N)=C/c1c(N2CCN(c3cccc(Cl)c3)CC2)nc2c(C)cccn2c1=O,4%,?,?,-2%,4.5%,?,2%,-1.3,i
COC(=O)c1cn(NC(=O)Cc2ccccc2Br)c(=O)c2ccccc12,3%,-4%,-8%,-1%,0.3%,0%,19%,-1.5,i
COc1cccc2c1cc1c(=O)n(CC(=O)NCc3ccccn3)nc(C)n12,1%,28%,19%,-7%,0.3%,1%,-3%,-2.0,i
CCOC(=O)c1c(C)cc(C)[nH]c1=O,3%,0%,-6%,-7%,-0.2%,0%,0%,-1.6,i
CCOC(=O)C1C(=O)NC(N2CCOCC2)=NC1c1ccco1 (centres undefined),-9%,-6%,nt,1%,-1.0%,-1%,-1%,0.7,i
O=C(C1=C(O)C(=O)N(CC2CCCO2)C1c1ccccc1F)c1ccco1 (centres undefined),9%,8%,-14%,-5%,-0.7%,-12%,2%,-2.3,i
O=C(c1ccc(=O)[nH]c1)N1CCN(S(=O)(=O)c2ccc3ccccc3c2)CC1,6%,-15%,2%,-6%,0.5%,6%,7%,-0.4,i
CC(=O)/C(=N\Nc1ccccc1)Oc1ccc(Br)cc1,25%,-3%,-11%,nt,1.3%,1%,?,-1.4,i
O=C(CCNC(=O)c1ccc([N+](=O)[O-])cc1)NCCc1ccccc1,5%,4%,-14%,2%,0.1%,0%,0%,0.3,i
CCOCCCN(Cc1ccco1)S(=O)(=O)c1csc(C(N)=O)c1,1%,3%,0%,-1%,-0.3%,-3%,3%,-0.4,i
Nn1c(SCC(=O)N2CCCC2=O)nnc1-c1cccs1,-2%,25%,11%,-4%,0.0%,-2%,-4%,-1.5,i
Cc1ccccc1Nc1nnc(SCC(=O)c2c(N)n(C)c(=O)n(C)c2=O)s1,1%,3%,-1%,3%,-0.2%,2%,-20%,0.9,i
O=C(Nc1ccccc1C(F)(F)F)N1CCCC(O)C1 (centres undefined),-8%,10%,4%,0%,-0.7%,3%,14%[57.1 µM],-2.4,i
Cc1ccc(NC(=O)C(=O)NCCc2c[nH]c3ccccc23)c(C)c1,-1%,-3%,12%,-1%,0.3%,0%,8%,0.4,i
COc1cc([N+](=O)[O-])ccc1NC(=S)Nn1cnnc1,9%,-6%,1%,0%,1.4%,-13%,-8%,-0.6,i
CC12CCC(C(=O)N3CCCc4ccccc43)(CC1=O)C2(C)C (centres undefined),8%,-16%,1%,-1%,0.3%,-12%,2%,-3.0,i
C=CCC[C@@H](Cc1ccc(F)cc1)C(=O)OC[C@@H](Cc1ccccc1)NC(=O)[C@@H](CC=C)CC(=O)N[C@@H](CO)Cc1ccccc1,-11%,-13%,-12%,0%,-0.5%,3%,5%,-6.6,i
CC1CC(=O)c2cnc(N3CCOCC3)nc2C1 (centres undefined),9%,5%,nt,2%,0.3%,3%,3%,-0.7,i
CCN(CC(=O)NCc1cccs1)S(=O)(=O)c1cccc(Br)c1,5%,-1%,-7%,1%,0.2%,0%,-4%,0.7,i
Cc1cccc(-c2ccc(NC(=O)C3CCN(CC4CC4)CC3)cc2)c1,2%,?,4%,0%,5.8%,-2%,2%,0.4,i
O=C(Oc1ccc(N(Cc2cccs2)C2=NS(=O)(=O)c3ccccc32)cc1)c1ccco1,-17%,?,-22%,1%,0.0%,0%,-3%,-2.4,i
COc1ccc(C2CC(c3c(-c4ccccc4)c4cc(Cl)ccc4[nH]c3=O)=NN2S(C)(=O)=O)cc1OC (centres undefined),-1%,8.9µM*,4%,1%,2.4%,2%,16%,1.8,i
CN(C)c1ccc(NS(=O)(=O)c2ccc(Cl)cc2)cc1,-1%,?,-22%,-2%,3.3%,0%,0%,-4.0,i
CC(=O)Nc1ccc(NC(=O)COC(=O)c2cc([N+](=O)[O-])ccc2N2CCOCC2)cc1,4%,-7%,17%,-2%,-0.7%,-17%,3%,-3.4,i
Cc1nnc(SCC(=O)NC(=O)NC(C)C)s1,0%,3%,5%,1%,-0.2%,2%,-2%,-2.9,i
O=C(CN1CCCCC1)NN(Cc1ccccc1)c1ccccc1,-3%,-3%,13%,-14%,-0.5%,1%,1%,0.1,i
CC(NC(=O)COC(=O)CCC(=O)c1ccc(F)cc1)c1ccccc1 (centres undefined),6%,2%,18%,2%,-0.2%,11%,0%,-2.7,i
Cc1nc(C)c(-c2csc(NCCc3ccccc3)n2)s1,5%,?,?,-1%,0.4%,-9%,-16%,0.3,i
Cc1cccc(C(C)C)c1NC(=O)c1c(-c2ccccc2)noc1C,-1%,-1%,-5%,-1%,0.2%,1%,10%,1.3,i
O=C1CC(N2CCN(Cc3ccc(Cl)cc3)CC2)C(=O)N1CCc1ccccc1 (centres undefined),2%,?,-27%,0%,3.4%,5%,3%,-0.8,i
Cc1ccc(Cn2c(CCNC(=O)C(C)C)nc3ccccc32)cc1,nt,-10%,1%,nt,3.3%,-1%,nt,nt,nt
C/C(=N/NC(=O)c1ccoc1C)C12CC3CC(CC(C3)C1)C2,-4%,-3%,24%,0%,1.9%,-4%,-2%,-1.9,i
CCN1CCN(c2cc(C)c3cc(NC(=S)N4CCCC(C)C4)ccc3n2)CC1 (centres undefined),10%,14%,5%,-1%,0.2%,-12%,-28%,-1.8,i
CCOC(=O)C1=CN(Cc2ccc(OC)cc2)C=C(C(=O)OCC)C1c1cccs1,8%,-3%,?,-2%,4.8%,-3%,-24%,-0.3,i
CC1CCCCN1C(=O)CSc1nnc(-c2cccc(Cl)c2)o1 (centres undefined),nt,6%,?,nt,14%,0%,nt,nt,nt
O=C(CCc1ccc(S(=O)(=O)NCCc2ccccc2)cc1)NCc1ccc2c(c1)OCO2,9%,?,-9%,?,2.2%,0%,1%,-1.5,i
CCc1ccccc1S(=O)(=O)Cc1ccc(C(=O)NCc2ccc(Cl)cc2)o1,nt,?,?,nt,4.6%,-1%,nt,nt,nt
CCc1nc2c(OCc3cc(Cl)cc(Cl)c3)cccn2c1N(C)C(=O)c1ccc(C)cc1,12%,?,nt,nt,-0.7%,nt,?,-0.5,i
O=C1COc2ccc(S(=O)(=O)N3CCC(C(=O)NCc4ccc(F)cc4)CC3)cc2N1,-1%,0%,-5%,0%,0.1%,1%,-3%,-1.8,i
CC(C)OC(=O)c1sc2nc3c(cc2c1N)C(=O)CCC3,-10%,13%,?,-2%,-0.5%,0%,8%,-0.6,i
O=C(c1ccccc1)C1CCN(C(=O)C2CCC(=O)N(Cc3cccc(F)c3)C2)CC1 (centres undefined),3%,-12%,3%,-2%,2.7%,8%,22%,1.3,i

Structures listed above marked active in TGFb inhibitor:
structure | TGFb inhibitor | MmCpn inh | Nrf2 ARE act | EPAC2 antagonist | CCT modulator | pAkt inh
COc1ccc(C2CC(c3c(-c4ccccc4)c4cc(Cl)ccc4[nH]c3=O)=NN2S(C)(=O)=O)cc1OC (centres undefined) | 8.9µM* | 1% | 2.4% | 16% | 1.8 | i

Next part
Structure,EPAC2 agonist,TGFb inhibitor,Nrf2 inh,MmCpn inh,Nrf2 ARE act,A549 tox,EPAC2 antagonist,CCT modulator,pAkt inh
Oc1ccc(/C=C/c2nc(-c3ccccc3O)n(-c3ccccc3)n2)c(O)c1,nt,11µM*,?,nt,-4.4%,?,nt,nt,nt
Cc1ccc(NC(=O)N2CCN(S(=O)(=O)c3ccccc3)CC2)cc1,9%,0%,-4%,-2%,2.2%,3%,-11%,-3.5,i
O=C(O)C1CCCN(S(=O)(=O)Cc2ccccc2)C1 (centres undefined),11%,-5%,3%,1%,-0.1%,5%,7%,-2.4,i
CCC(Sc1nc(C)cc(C)n1)C(=O)O (centres undefined),8%,1%,11%,1%,-0.1%,1%,8%,2.1,i
C#CCN1C(=O)S/C(=C\c2ccc(-c3ccc(Cl)c(C(=O)O)c3)o2)C1=O,-7%,2%,?,-1%,3.3%,?,-4%,-6.9,i

Compound activity from PubChem.
